SW480 rerep – inducers of DNA re-replication in SW480 colon cancer cells; 340,000 compounds, 1.8% hits; SW480 DNA re-replication, Hoechst DNA content imaging, 48 h; Potency, µM (highest dose often 46.1 µM), inactives show top-dose re-replication activation, actives largely listed as activators; further: potency means the concentration at half of the fitted maximal effect; % of control where 0% means no effect; nearly all actives have a fitted effect of over 55% in size
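DNA re-replication was detected as more nuclei of elevated Hoechst intensity after 48 hr exposure to compound (23 nL pinned per well of 250 cells).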
IL-1B inflam inh – inhibitors of inflammasome signaling (IL-1 beta secretion); THP-1 LPS/ATP IL-1B secretion, AlphaLISA, 16 h; active compounds read low; activity change, % at 57.5 µM; 360,000 compounds, 4.7% hits; AID 743279; in the data active means activity change below about -50%; inconclusive means mostly about -30% to -49%; further: on the % scale 0 is the no-effect control and ±100 the full control effect
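THP-1 cells pretreated 1 hr with compounds (up to 57.5 uM final), then stimulated with LPS (250 ng/mL final) plus ATP (1.25 mM final); secreted IL-1B measured by AlphaLISA after 16 hr, decreased signal indicating inhibition.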
MCF10A rerep – inducers of DNA re-replication in MCF 10A breast cells; MCF 10A DNA re-replication, Hoechst nuclear intensity, 48 h; Potency, µM (titrated, usually from 46.1 µM), inactives show at the top dose activity, positive = re-replication, usual class: activators; 350,000 compounds, 2.9% hits; AID 624296; further: potency means the concentration at half of the fitted maximal effect; % of control where 0% means no effect; nearly all actives have a fitted effect of over 50% in size
HT1080 IDH1KD tx – kills HT-1080 cells with IDH1 knockdown. HT-1080 IDH1 knockdown viability, ATP luminescence, 48 h. Potency, µM (series often up to 46.1 µM), without a hit: top-dose activity, negative = toxicity, actives largely listed as cytotoxic. 360,000 compounds, 2% hits;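 further: potency means the concentration at half of the fitted maximal effect; 0% = DMSO wells and -100% = cell-free medium wells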
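% activity derives from luminescence (CellTiter-Glo), normalised to DMSO and no-cell wells. HT-1080-IDH1KD cells, 750/well, had 48 h compound exposure at 37 °C.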
KB-3-1 tox – KB-3-1 parental cell cytotoxicity; KB-3-1 viability, CellTiter-Glo ATP luminescence, 72 h; Potency, µM (highest dose often 46.1 µM), without a hit: at the top dose activity change, negative = cytotoxic, most hits filed as cytotoxic; 400,000 compounds, 1.4% hits; further: potency means the concentration at half of the fitted maximal effect; on the % scale 0 is the no-effect control and ±100 the full control effect; nearly all actives have a fitted effect of over 60% in size
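Parental KB-3-1 adenocarcinoma cells in phenol-red-free DMEM with 10% FBS were pin-treated with compounds at several concentrations, incubated 72 h at 37 °C, and viability read by CellTiter-Glo luminescence; concentration-effect curves were fitted after normalization.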
KB-V1 MDR tox – kills drug-selected multidrug resistant KB-V1 cells | KB-V1 MDR cells viability, CellTiter-Glo, 72 h | Potency, µM (doses to about 46.1 µM), inactives show at the highest dose activity change, negative = cytotoxicity, usual class: cytotoxic | 400,000 compounds, 3.4% hits; further: potency means the concentration at half of the fitted maximal effect; on the % scale 0 is the no-effect control and ±100 the full control effect; nearly all actives have a fitted effect of over 60% in size
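KB-V1, DMEM (no phenol red) + 10% FBS; cpd pin-transferred, titration series; 72 h, 37 degrees C; CellTiter-Glo, luminescence. Data normalized, curve-fit.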
ATXN2 expr inh – reduces ATXN2 reporter expression in HEK-293 cells | 360,000 compounds, 0.72% hits | HEK-293 ATXN2-luciferase reporter, luminescence, 24 h | Potency, µM (doses to about 57 µM), inactives show at the highest dose activity change, negative = inhibition, usual class: inhibitors; further: potency means the concentration at half of the fitted maximal effect; on the % scale 0 is the no-effect control and ±100 the full control effect; nearly all actives have a fitted effect of over 55% in size
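qHTS (up to 57 uM final) was run with 24 h compound exposure of reporter cells at 37 °C. Each well was multiplexed: SteadyGlo luminescence measured ATXN2-luciferase expression after a fluorogenic Gly-Phe-AFC viability readout (25 uM final).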
HT1080-NT tox – kills 2HG-producing HT-1080-NT fibrosarcoma cells. AID 686970. HT-1080-NT fibrosarcoma viability, CellTiter-Glo ATP luminescence, 48 h. 360,000 compounds, 1.6% hits. Potency, µM (top dose mostly 46.1 µM), without a hit: at the top dose activity, negative = less viability, actives largely listed as cytotoxic;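 further: NT is the 2HG producing partner of a matched IDH1 knockdown line; potency means the concentration at half of the fitted maximal effect; 0% = DMSO-treated cells and -100% = media-only wells without cells; nearly all actives have a fitted effect of over 55% in size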
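Viability of the 2HG-overproducing fibrosarcoma line after 48 hours of compound exposure at 37 degrees C was determined by luminescence with CellTiter-Glo, and concentration-effect curves were then fitted and categorized.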
ATXN viability – cell viability loss in ATXN counter-screen; S2 cells (HEK-293 line with an ATXN2-luciferase reporter) viability, CellTiter-Fluor protease fluorescence, 24 h; Potency, µM (doses to about 56.7 µM), most hits filed as cytotoxic; 400,000 compounds, 0.49% hits; AID 651635; further: potency means the concentration at half of the fitted maximal effect; nearly all actives have a fitted effect of over 40% in size
An asterisk follows results filed as active; i = inactive; ? = inconclusive; . = no result given; & = joins results of further samples; [ ] = another dose, or the depositor's remark. Unless noted, the call rests on the fitted dose curve; in most records, active means well fitted curve in the direction sought with a large enough effect; inconclusive means small, poorly fitted or top-dose-only effect, or another doubt; inactive means no such curve, though single readings can be large; an effect the other way counts as inactive or inconclusive. No enrichment for hits. Share with any hit: about 11%.

SMILES	SW480 rerep	IL-1B inflam inh	MCF10A rerep	HT1080 IDH1KD tx	KB-3-1 tox	KB-V1 MDR tox	ATXN2 expr inh	HT1080-NT tox	ATXN viability
CCOC(=O)NC(Nc1sc2c(c1C(=O)OC)CCN(C)C2)(C(F)(F)F)C(F)(F)F	0%	-1	23%	4%	9%	0%	-2%	-1%	i
CCOc1ccc(NC(=O)N2CCCC2C(=O)NCc2ccco2)cc1 (stereo unspecified)	-9%	9	2%	14%	8%	3%	8%	9%	i
C=C(C)C(=O)Nc1cccc(C2=NOC3(C2)C[C@@H](C(N)=O)N(C(=O)[C@H]2CCC(=O)N2)C3)c1 (stereo partly specified)	-3%	14	-4%	-1%	22%	?	10%	8%	i
Cc1ccc(C2(C)NC(=O)N(CC(=O)NNC(=O)c3ccoc3C)C2=O)cc1 (stereo unspecified)	-6%	11	0%	15%	28%	27%	0%	13%	i
Cc1ccc(NNC(=O)c2c(F)cccc2Cl)cc1C	-4%	-8	12%	-7%	-3%	7%	-3%	-9%	i
COc1ccc(C(=O)C2CCCN(C(=O)c3cccc(Cl)c3F)C2)cc1OC (stereo unspecified)	13%	10	2%	-1%	-3%	-11%	-5%	9%	i
COc1ccc(-c2coc3cc4oc(=O)c5ccccc5c4cc23)cc1F	2.5µM*	43	?	?	?	?	?	?	.
Nc1nonc1-n1nnc(C(=O)O)c1-c1cccs1	-7%	0	-9%	5%	7%	-3%	2%	10%	i
COc1ccc(S(=O)(=O)N(C)c2ccc(C(=O)N3CCOCC3)cc2)cc1	-6%	-13	-2%	3%	-5%	-2%	3%	1%	i
COc1ccccc1/C=C1/SC(=O)N(CCC(=O)Nc2ccc(S(=O)(=O)Nc3nccs3)cc2)C1=O	-6%	-9	18%	9%	26%	2%	0%	2%	?
C=C(C)CNC(=O)c1ccc(OC2CCN(C(=O)COC)CC2)cc1	1%	-14	0%	8%	7%	?	8%	9%	i
O=C(NCCNc1nccc(C(F)(F)F)n1)c1cccs1	28%	9	-1%	6%	2%	5%	.	14%	i
CCOC(=O)C[C@H]1c2ccccc2S(=O)(=O)N1c1cccc(OC)c1	11%	19	?	6%	-3%&-28%	?	10%	-10%	i
Cc1cc(Cl)n2c(nc3ccccc32)c1C#N	21µM*	-100*	?	7.3µM*	17%	?	?	9.2µM*	.
c1ccc2[nH]c(-c3nc4ccccc4[nH]3)nc2c1	?	1	?	?	-42%	?	47%[activator]	?	i
O=C(COC(=O)c1ccc2c(c1)OCCO2)Nc1ccc(F)cc1	-2%	6	9%	-1%	4%	6%	-8%	0%	i
COc1cc(C)c(Br)cc1S(=O)(=O)NCc1ccccc1	-15%	16	10%	18%	1%	-13%	-7%	2%	i
Cc1ccsc1/C=N/NC(=O)c1nnn(-c2nonc2N)c1-c1ccc2c(c1)OCO2	?	-52*	0%	-4%	?	6%	-5%	8%	i
O=C(NNC(=O)c1cc(-c2ccc(Cl)c(Cl)c2)nc2ccccc12)Nc1ccccc1	?	?	21µM*	?	?	?	-36%	?	?
CC(C)(C)c1ccc(C(=O)NC2CCN(Cc3ccccc3)CC2)cc1	16µM*	-27	-1%	-23%	?	-4%	-19%	-20%	i
CCOc1cccc(-c2cc(C(=O)N3N=C(C)CC3(O)C(F)F)c3ccccc3n2)c1 (stereo unspecified)	16%	-64*	12%	-7%	-3%	-24%	-11%	-28%	i
COC(=O)c1ccccc1NC(=O)CCS(=O)(=O)c1ccc(Br)s1	2%	-9	1%	-7%	-1%	-13%	-7%	-5%	i
CCCCC1=CC2=C(c3ccco3)C(=O)C(C)(OC(=O)c3ccc(OC)cc3)C(=O)C2=CN1Cc1ccco1 (stereo unspecified)	7%	-10	-9%	3%	0%	-2%	7%	6%	i
O=S(=O)(c1ccc(NCc2ccc(F)cc2)nc1)N1CCCC1	3%	10	2%	3%	1%	?	1%	-4%	i
O=C(Nc1ccc(N2CCOCC2)c(Cl)c1)c1cc2ccccc2o1	3%[9.22 µM]	-78*	13µM*	?	?	?	?	?	.
O=C(Nc1cccnc1)C(Cc1ccccc1)n1cccc1 (stereo unspecified)	?	0	?	-13%	-8%	0%	-34%	-8%	i
O=C(Nc1ccc(Cl)c(Cl)c1)c1ccncc1	3%	0	-2%	-18%	-16%	-9%	29%	1%	i
O=C(N/N=C/c1ccc(F)cc1)c1ccncc1	-1%	5	-7%	5%	?	7%	4%	12%	?
Cc1cc(S(=O)(=O)Nc2ccc(C(=O)N3CCN(c4ccccc4O)CC3)cc2)ccc1F	3%	0	6%	-17%	-2%	15%	-4%	3%	?
COc1ccc(N(CC(=O)Nc2ccc(C)c(C)c2)S(=O)(=O)c2c(C)noc2C)cc1	-5%	-19	-5%	-6%	-25%	?	.	?	i

Grouped by structure, the entries above containing a CF3 group
SMILES	SW480 rerep	IL-1B inflam inh	MCF10A rerep	HT1080 IDH1KD tx	KB-3-1 tox	KB-V1 MDR tox	ATXN2 expr inh	HT1080-NT tox	ATXN viability
CCOC(=O)NC(Nc1sc2c(c1C(=O)OC)CCN(C)C2)(C(F)(F)F)C(F)(F)F	0%	-1	23%	4%	9%	0%	-2%	-1%	i
O=C(NCCNc1nccc(C(F)(F)F)n1)c1cccs1	28%	9	-1%	6%	2%	5%	.	14%	i

Going on with the list.
SMILES	SW480 rerep	IL-1B inflam inh	MCF10A rerep	HT1080 IDH1KD tx	KB-3-1 tox	KB-V1 MDR tox	ATXN2 expr inh	HT1080-NT tox	ATXN viability
CN(C)S(=O)(=O)n1cc(/C=C(\NC(=O)c2ccccc2Cl)C(=O)NCCN2CCOCC2)c2ccccc21	?	0	5%	-25%	-15%	-7%	6%	-18%	i
CSc1ccc(CN2CCN(S(=O)(=O)Cc3ccccc3)CC2)cc1	1%	-6	0%	12%	-9%	-15%	0%	6%	i
COc1ccc(N(CC(=O)NN=C2CCCC2)S(=O)(=O)c2ccccc2)cc1	-4%	18	0%	4%	-8%	0%	5%	13%	i
CN(CC(=O)Nc1ccc(F)c(F)c1)S(=O)(=O)c1cccc2nsnc12	0%	-13	0%	4%	-10%	?	2%	4%	i
NC(=O)CSc1nnc(Cc2ccc3c(c2)OCO3)n1C1CCCCC1	-14%	-13	2%	10%	1%	-20%	3%	7%	i
FCCCOc1ccc(-c2nccc(-c3ccc(Cl)cc3)n2)cc1	-8%	21	16%	11%	6%	6%	-1%	0%	i
CC1(C)C(=O)NCCN1C(=O)CCC(=O)O	1%	13	?	-2%	18%	-2%	2%	-8%	i
COc1cc(OC)cc(-c2nc(-c3cccc(C)c3)no2)c1	.	.	.	.	-27%	2%	11%	.	i
COc1cc(OC)cc(C(=O)Oc2c(CN3CCOCC3)cc(Cl)c3cccnc23)c1	?	-6	-3%	-26%	-15%	?	0%	?	?
Cc1ncsc1C(=O)NCc1ccc(N2CCCC2=O)cc1	-4%	0	-1%	1%	-15%	16µM*	-2%	6%	i
CCCc1nc(-c2cc3ccccc3[nH]c2=O)no1	-3%	-26	0%	23%	0%	16%	21%	19%	?
CC(C)(NC(=O)N1CCCC1)c1cccc(C(C)(C)NC(=O)N2CCCC2)c1	2%	2	-4%	-1%	-1%	19%	-7%	10%	i
COC(=O)COc1ccc(NC(=O)C2CCCO2)cc1 (stereo unspecified)	2%	-1	2%	-1%	-6%	5%	3%	-3%	i
COc1ccc(Cl)cc1NC(=O)c1nc2nc(C)cc(C(F)F)n2n1	1%	-2	2%	7%	0%	9%	-4%	6%	i
COc1cc(NC(=O)c2cccs2)c(OC)cc1NC(=O)CCC(=O)Nc1ccc(C)cc1	?	-12	21µM*	-12%	-8%	?	-11%	-2%	i
O=C(Nc1ccccc1)c1cccc(N2C(=O)C3C4CC(C(Br)C4Br)C3C2=O)c1 (stereo unspecified)	-1%	6	3%	-2%	.	.	-18%	0%	i
CCOC(=O)N1CCc2c(sc(NCc3ccc(N(C)C)cc3)c2C(=O)Nc2ccccc2OCC)C1	.	.	.	.	-8%	?	-15%	.	i
CSCCC(C(=O)Nc1c(C)cccc1C)n1c(-c2cc(C)cs2)nc2ccccc21 (stereo unspecified)	.	-11	.	-1%	-2%	-29%	.	0%	.
COc1ccc(S(=O)(=O)Nc2nnc(C)s2)cc1	-11%	-2	-3%	3%	12%	1%	2%	-12%	?
O=C(Nc1ccccc1)Nc1ccccc1C(=O)NCC1CC1	-9%	0	0%	-5%	-8%	-19%	.	-6%	i
Cc1ccc(C(=O)CSc2nc(-c3ccccc3)nc3c2CCCC3)cc1	.	.	.	.	0%	0%	11%	.	i
Cc1scc(-c2n[nH]c(=S)n2C(C)c2ccccc2)c1C (stereo unspecified)	13%	8	10µM*	3%	?	?	4%	8%	i
O=C(Cn1nc(-c2ccc(Cl)cc2)c2ccccc2c1=O)Nc1cccc(Br)c1	.	.	.	.	3%	-8%	11%	.	i
Cc1ccc(CCNC(=O)c2ccc(CNS(=O)(=O)c3ccccc3)cc2)cc1	.	.	.	.	-2%	-7%	-3%	.	i
CC(C)(C)OC(=O)NCCc1onc(-c2ccccc2F)c1C(=O)O	.	-11	.	-5%	-12%	-4%	-5%	-4%	i
CCCNC(=O)C1(C)CCN1C(=O)c1ccccc1CCc1ccccc1 (stereo unspecified)	.	1	.	0%	0%	-6%	-10%	?	i
CCCS(=O)(=O)N1CCC(C(=O)NCc2ccc(F)cc2)CC1	0%	7	-49%[inhibitor]	2%	12%	-18%	6%	1%	i
O=C(NN=C1CCCC1)c1[nH]c2ccc(Cl)cc2c1-c1ccccc1	?	.	2.9µM*	12µM*	-23%	?	?	?	.
CCCc1ccc(C(=O)CN2C(=O)C(=O)N(C3CCCC3)C2=O)cc1	?	17	2%	1%	-2%	?	8%	8%	i
CCCNC(=O)c1onc(CSc2ccc(F)cc2)c1C(=O)NCC1CC1	-7%	-6	-10%	3%	11%	-1%	11%	-1%	i
Cc1cccc(-c2cc3nc(C)cc(NCCCn4ccnc4)n3n2)c1	-2%	-106*	?	?	9%	-4%	-7%	?	?

Screening data: PubChem, National Center for Advancing Translational Sciences (NCATS)
